Assay outcomes as filed in PubChem BioAssay.
SKBR3 24h inh = SK-BR-3 proliferation inhibitors; viability, % at 10 µM; AID 847; SK-BR-3 viability, CellTiter-Glo ATP luminescence, 24 h; hits give low values; hit rate 0.47% among 41,000;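 active = viability at or below the median of all test compounds minus 3 SD, in both replicates if run twice, cut at about 45% in these data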;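 also: 100% = median untreated cell wells and 0% = median positive control drug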
Active calls of the source: *.

compound,SKBR3 24h inh
Cc1cccc(NC(=O)CSc2nnc([C@@H]3CCCN3C(=O)OC(C)(C)C)o2)c1C,77.8
CCOC(=O)N1CCN(C(=O)c2ccc(CN(c3ccc(C)c(C)c3)S(C)(=O)=O)cc2)CC1,84.8
C=Cn1c(C(=O)O)cc(CC)c1-c1ccccc1,123.1
CSc1nc2ccccc2n1CC(=O)N1CCCCC1,97.1
N#CCCN(C(=O)Nc1ccccc1)c1ccccc1,91.2
COC(=O)n1c(=S)oc2cc(Cl)ccc21,82.2
CCOc1ccc(NC(=O)C2CC(C)=C(C)CC2C(=O)O)cc1 (stereo not drawn),114.5
CCOC(=O)c1ccc(NC(=O)CC2SCCNC2=O)cc1 (stereo not drawn),84.5
COc1ccc(CCNC2=NCC(C)S2)cc1 (stereo not drawn),107.8
Cc1ccc(S(=O)(=O)Cn2nnnc2CN2CCOCC2)cc1,101.0
CN1CCN(S(=O)(=O)c2ccc(NC(=O)C3CCCCC3)cc2)CC1,96.2
Cc1c(=O)n(OCc2ccccc2F)c2ccccc2[n+]1[O-],82.7

Continuation:
compound,SKBR3 24h inh
Cc1ccc(NC2=NC(c3ccccc3)n3c(nc(C)cc3=O)N2)cc1 (stereo not drawn),104.4
c1ccc(CCNc2ncnc3nc[nH]c23)cc1,94.2
Cc1csc(NC(=O)c2ccccc2C(=O)O)n1,101.8
COc1ccccc1Nc1nc(N)nc(CSc2nc(C)cc(C)n2)n1,79.4
OC(CCN1CCCCC1)(c1ccccc1)c1ccccc1,91.9
O=C1Nc2ccc(Br)cc2C1(O)Cc1ccccn1 (stereo not drawn),78.1
Cn1c(C(O)c2ccc(Cl)cc2)nc(Cl)c1Cl (stereo not drawn),83.6
CCOC(=O)c1[nH]c(C)c(C(=O)NCCC2=CCCCC2)c1C,98.5
O=C(CSc1ncccn1)Nn1cnnc1,101.5
C=CCn1c(SCc2cccnc2)nnc1-c1ccncc1,98.7
CC(C)C[C@H](NC(=O)N1CCN(c2ccccc2)CC1)C(=O)O,94.8
CCCc1cc(=O)[nH]c(SCC(=O)Nc2nonc2N)n1,102.9

(listing goes on)
compound,SKBR3 24h inh
COc1cc(OC)cc(C(=O)N(CN2CCCC2=O)c2ccccc2OC)c1,82.0
CCn1c(=N)c(C(=O)NCCCOC)cc2c(=O)n3cccc(C)c3nc21,92.5
CC(C)=CCSc1nnc(CCNC(=O)OC(C)(C)C)o1,111.5
CC(C)Oc1ccc(C2/C(=C(/O)c3ccc(F)cc3)C(=O)C(=O)N2CCCN(C)C)cc1 (stereo not drawn),97.8
O=C1CCCC2=C1C(c1ccncc1)c1c(nc(SCc3ccccc3)[nH]c1=O)N2 (stereo not drawn),104.0
CCOC(=O)c1ccc(NC(=O)N(CC)CC)cc1,101.6
CC(C)OC(=O)CSc1nnc(Cc2ccccc2)n1Cc1ccco1,108.8
O=c1c2c(nc3cc(-c4ccccc4)[nH]n13)CCC2,116.5
CCOc1ccc(N(Cc2cc3cc(OC)ccc3[nH]c2=O)S(C)(=O)=O)cc1,86.0
Clc1ccc(-n2ncc3c(NCc4ccc5c(c4)OCO5)ncnc32)cc1,90.6
CCOC(=O)c1c(C)n(C)c2ccc(OC)c(NC(=O)CN3CCN(C(=O)c4ccco4)CC3)c12,75.3
O=C1OC(N2CCN(C(=O)c3ccco3)CC2)c2ccccc21 (stereo not drawn),90.6

Next section
compound,SKBR3 24h inh
CC1Cn2c(CCc3ccccc3)nnc2S1 (stereo not drawn),84.6
O=C(CSc1ncccc1-c1nc2ccccc2[nH]1)N1CCCCC1,64.9
Cc1ccc2c(N)c(C)ccc2c1,92.3
CC1(C)Cc2ccccc2-c2c1c(=O)n(-c1ccccc1)c1nnnn21,90.3
C[n+]1cccc(CNC(=O)/C=N/O)c1,90.7
COc1ccccc1NC(=O)N1CCC(C(=O)c2ccc(F)cc2)CC1,103.8
CCc1nc(N2CCCCC2)c2oc3ccccc3c2n1,86.7
c1ccc(SCc2nc(-c3ccncc3)no2)cc1,89.8
Cc1n[nH]c(C)c1C(=O)CC1(O)C(=O)N(CCc2ccccc2)c2ccc(Cl)cc21 (stereo not drawn),87.1
O=C1CCc2cc(S(=O)(=O)N3CCN(C(=O)c4ccco4)CC3)ccc2N1,80.0
Cc1cc(C)c2c(n1)sc1c(N3CCN(CCO)CC3)ncnc12,92.2
COc1ccc(-c2csc(NC(C)=O)n2)cc1OC,102.8

Next compounds
compound,SKBR3 24h inh
Cc1nnc(SCC(=O)Nc2ccc3c4c(cccc24)CC3)n1C,96.4
COc1ccc(C2(C(=O)Nc3c(C)n(C)n(-c4ccccc4)c3=O)CCCC2)cc1OC,82.0
Cc1cc(C(=O)N2CCN(Cc3ccc4c(c3)OCO4)CC2)cs1,105.7
CCN(CC(=O)NC)S(=O)(=O)c1ccc(C)cc1,77.3
CS(=O)(=O)N(CC(=O)NC1CCCC1)c1cccc(F)c1,93.5
Cn1cnnc1SCc1ccc(C(=O)O)cc1,128.7
O=C(C1CCCCC1)N1CCCn2c1nc1ccccc12,104.4
Cc1cc(NS(=O)(=O)c2ccc(NC(=O)c3ccco3)cc2)no1,100.7
O=C(CSc1nnc(-c2ccc(S(=O)(=O)N3CCCC3)cc2)o1)NCc1ccco1,87.5
N#Cc1nc(Cc2ccccc2)oc1NCCCn1ccnc1,82.5
CC1Cc2ccccc2N1C(=O)CSc1nnnn1-c1ccc2c(c1)OCCO2 (stereo not drawn),87.6
C=C(C)COc1ccc(-c2[nH]ncc2Oc2ccccc2OC)c(O)c1,92.3

Continued:
compound,SKBR3 24h inh
O=C(c1cccs1)N1CCN(S(=O)(=O)Cc2ccccc2)CC1,96.0
Cc1nc2sc(C(c3ccc(Cl)cc3)N3CC(C)OC(C)C3)c(O)n2n1 (stereo not drawn),84.1
CC1=C(C(=O)OC2CCCCC2)C(c2ccco2)C2=C(CC(C)(C)CC2=O)N1 (stereo not drawn),105.1
C#CCSc1nc(-c2cccs2)ccc1C#N,91.8
Cc1cc(C(=O)N2CCN(c3ccccc3)CC2)no1,96.2
COc1ccc(C(=O)N(CCCO)C(C)C(=O)NC2CCCCC2)cc1OC (stereo not drawn),90.3
CCC(C)(C)n1nnnc1C(c1ccc(C)cc1)N1CCCC1 (stereo not drawn),81.3
O=C(Nc1ccc2c(c1)OCCO2)NC1CCCCC1,115.9
CC(=O)Nc1cccc(N2C(=O)CC(Cc3ccccc3)C2=O)c1 (stereo not drawn),82.0
N#Cc1c(/N=C/c2ccco2)oc(-c2ccccc2)c1-c1ccccc1,100.5
O=C(O)C1C2C=CC(C2)C1C(=O)Nc1ccc(C(=O)N2CCCCC2)cc1 (stereo not drawn),87.4
Cc1ccc2c(c1)CCCN2C(=O)c1c(C)noc1C,124.6

(more compounds)
compound,SKBR3 24h inh
c1ccc2c(c1)oc1c(NCCN3CCOCC3)ncnc12,78.8
COc1ccccc1OCCOCCn1cnc2ccccc2c1=O,102.0
COc1ccc2oc(=O)c(NC(=O)C3CCCCC3)cc2c1,93.0
COC(=O)c1ccc(C2C(C#N)=C(C)NC3=C2C(=O)CC(C)(C)C3)cc1 (stereo not drawn),82.0
Cc1c(C(=O)Nn2cnnc2)oc2ccccc12,77.8
Cc1ccc(Cl)cc1NC(=O)C1CCCN(S(=O)(=O)c2c(C)noc2C)C1 (stereo not drawn),89.3
COc1ccc2c(=O)c(C(=O)NCCc3ccc(OC)c(OC)c3)c[nH]c2c1,82.8
CC(C)Cc1ccc(/C(=N/O)C(=O)O)s1,113.1
COCCNC(=O)C(OC(=O)c1ccco1)c1ccccc1OC (stereo not drawn),94.0
Cc1cc(C)cc(C(=O)N2CCC(C(N)=O)CC2)c1,92.7
N#Cc1cnn(Cc2ccccc2)c1/N=C/N1CCOCC1,96.5
COCCn1c(SCC(=O)c2ccc3c(c2)OCCO3)nnc1C(C)C,103.2

(list continues)
compound,SKBR3 24h inh
COc1cccc(-n2cc(C(=O)O)c3ccccc3c2=O)c1,104.9
CCc1nc2ccccc2c(C(=O)OCC(=O)NCc2ccco2)c1C,70.7
O=C1C2ON(c3ccccc3)C(c3ccncc3)C2C(=O)N1c1ccccc1 (stereo not drawn),83.4
CC(=O)Nc1ccc(-c2ccccc2)s1,85.9
Cc1noc(C)c1C(=O)Nc1c(F)cc(F)cc1Br,91.6
CCOC(=O)Nc1ccc2c(c1)N(C(=O)CCN1CCN3CCCC3C1)c1ccccc1CC2 (stereo not drawn),82.1
CCS(=O)(=O)N1CCCC(C(=O)NC2CCC(C)CC2)C1 (stereo not drawn),106.9
COc1cccc(Cn2c(-c3nonc3N)nc3ccccc32)c1,82.6
Cc1ccc(C)c(NC(=O)CSc2nnc(-c3ccccc3)n2N)c1,88.7
C1CCC2=NCCCN2CC1,85.6
O=C(NCC1CCCO1)c1cc2n(n1)C(C(F)(F)F)CC(c1ccc(Br)cc1)N2 (stereo not drawn),87.4
C=CCc1ccccc1OCC(O)CN1CCN(c2ccccc2OC)CC1 (stereo not drawn),59.8

More records.
compound,SKBR3 24h inh
COc1ccc(Cn2c(=O)sc3ccccc32)cc1OC,83.6
Cc1ccc(C)c(Cn2c(=O)n(CCC(=O)NCc3ccco3)c(=O)c3sccc32)c1,81.8
Cc1cccc(-c2nsc(SCC(=O)N3CCCC3)n2)c1,62.3
Cc1cccn2c(=O)c3cc(C(=O)N4CCc5ccccc54)n(C)c3nc12,83.6
CCOC(=O)CSc1nc(C)c(C(=O)OCC)s1,79.1
COC(=O)C1CCN(c2nc3ccccc3nc2C(C#N)C(=O)NCCc2ccccc2)CC1 (stereo not drawn),62.5
CCCn1c(SCC(=O)Nc2ccccc2-c2ccccc2)nnc1-c1ccoc1C,122.2
Fc1ccc(-c2cc(C(F)(F)F)nc(N3CCCCC3)n2)cc1,80.2
COc1ccccc1CNC(=O)c1ccoc1C,95.8
CC1=C(C)CS(=O)N(S(=O)(=O)c2ccc(Cl)cc2)C1 (stereo not drawn),78.3
O=C(NCCN1CCOCC1)C1CCN(Cc2ccccc2O)CC1,88.1
c1coc(-c2nnc3n2C2(CCCC2)Cc2ccccc2-3)c1,87.5

The listing continues:
compound,SKBR3 24h inh
CCOC(=O)C1CCN(C(=O)CCCN2C(=O)c3ccccc3C2=O)CC1,112.9
COc1ccccc1Nc1nc(N)nc(CN2CCN(c3ccccc3)CC2)n1,86.6
COc1ccc(CSc2nc(N3CCOCC3)c3c(c2C#N)CC(C)(C)OC3)cc1,76.6
CCCC(=O)NCCCc1nc2ccccc2n1CCC,100.6
S=c1[nH]nc(CSc2nc3ccccc3s2)o1,104.6
Cc1cccc(-c2cc3nc4c(c(N5CCC6(CC5)OCCO6)n3n2)CCCC4)c1,82.2
O=C(NCc1ccco1)C(c1cccs1)N(C(=O)Cc1cccs1)c1ccccc1 (stereo not drawn),104.5
CC(=O)Nc1nc2ccccc2n1CCOc1ccccc1,91.4
COc1ccc(OC)c(C2C(C(=O)O)c3ccccc3C(=O)N2C)c1 (stereo not drawn),93.7
O=C(NCCN1CCNCC1)c1ccccn1,90.4
COC(=O)c1ccc(C)c(NC(=O)CN(c2ccc3c(c2)OCO3)S(C)(=O)=O)c1,95.8
c1ccc2c(c1)nnn2Cc1nnc2sc(-c3ccncc3)nn12,99.4

In another format: entries from further up
> Cc1cccc(-c2cc3nc4c(c(N5CCC6(CC5)OCCO6)n3n2)CCCC4)c1
  SKBR3 24h inh: 82.2

> O=C(NCc1ccco1)C(c1cccs1)N(C(=O)Cc1cccs1)c1ccccc1 (stereo not drawn)
  SKBR3 24h inh: 104.5

> CC(=O)Nc1nc2ccccc2n1CCOc1ccccc1
  SKBR3 24h inh: 91.4

> COc1ccc(OC)c(C2C(C(=O)O)c3ccccc3C(=O)N2C)c1 (stereo not drawn)
  SKBR3 24h inh: 93.7

The results go on:
compound,SKBR3 24h inh
CC1CCCCN1S(=O)(=O)c1ccc(NC(=O)CSc2nnnn2C)cc1 (stereo not drawn),87.6
Cn1c(=O)[nH]c(=O)c2c1nc(N1CCCCC1)n2CCCSc1nc2ccccc2s1,82.9
Cn1c(SCC(=O)Nc2ccc(N3CCOCC3)c(Cl)c2)nnc1C(O)c1ccccc1 (stereo not drawn),97.1
CC(Oc1ccc(Cl)cc1Cl)C(=O)N(Cc1ccco1)C1CCS(=O)(=O)C1 (stereo not drawn),100.7
Cc1c(NC(=O)CCC(=O)N2CCCCC2)c(=O)n(-c2ccccc2)n1C,110.6
CNC(=O)c1nnn(Cc2ccccc2)c1NC(=O)C(F)(F)F,91.1
O=C(NCc1ccccc1)c1ccc(COCC(F)(F)F)o1,92.9
Cc1noc(C)c1C(=O)N1CCN(C(=O)c2sc3cc(Cl)ccc3c2Cl)CC1,95.0
C=CCn1c(O)c(C(CC)=NCc2cccnc2)c(=O)[nH]c1=O,69.7
CC1=NS(=O)(=O)c2cc(Cl)ccc2N1,91.9
O=c1cc(NCc2ccco2)c2ccccc2o1,85.5
CN(C)/C=N/c1cnc(C(=O)c2ccc(Cl)cc2)n1C,87.2

Continuation.
compound,SKBR3 24h inh
NC(=O)COc1ccc2c3c(c(=O)oc2c1)CCCCC3,87.8
Cc1c(C2CC(=O)N(c3ccccc3)C2=O)[nH]n(-c2ccccc2)c1=O (stereo not drawn),138.4
CCOc1cccc(C(=O)Nc2ccccc2N2CCN(C(=O)C(C)C)CC2)c1,84.1
Cc1cc(=O)oc(C)c1C(=O)n1nc(C)c2c1C[C@@H]1[C@H]2C1(C)C,128.1

Not all compounds are listed. The share of hits here may be higher or lower than overall.
